OXTR agonist = human OXTR agonism; CHO-OTR cells, Fluo-8 calcium fluorescence; normalized: DMSO 0%, oxytocin 100%; activation, % at 3 µM; 0.32% of 320,000 active; AID 2435;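 active = activation above the mean of all tested compounds plus 3 SD, cutoff set per screening run, cut at about 20% in these data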;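 also: peak over basal fluorescence ratio from a 100 s FLIPR kinetic read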
GalR3 antagonist = human GalR3 antagonism | HEK293 GalR3-CNG cAMP membrane potential fluorescence; galR3 body fused to GalR1 C-terminus | inhibition, % at 3 µM | 0.44% of 360,000 active | AID 651719 | O60755;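 active = inhibition above the screen-wide average plus 3 SD, cut at about 13% in these data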;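 also: forskolin and galanin both at EC90 stimulate the cells; cAMP rise reported by CNG channel membrane potential dye signal; 0% = forskolin plus galanin with DMSO and 100% = forskolin alone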
Target sequence (O60755 1-299 limits assumed): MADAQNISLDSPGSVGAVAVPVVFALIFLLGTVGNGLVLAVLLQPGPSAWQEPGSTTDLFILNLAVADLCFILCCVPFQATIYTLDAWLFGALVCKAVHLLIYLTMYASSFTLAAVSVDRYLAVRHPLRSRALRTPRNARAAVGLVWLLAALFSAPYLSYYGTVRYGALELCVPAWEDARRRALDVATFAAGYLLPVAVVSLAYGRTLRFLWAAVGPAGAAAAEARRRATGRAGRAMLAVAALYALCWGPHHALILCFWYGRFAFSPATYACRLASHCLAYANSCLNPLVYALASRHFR
MEKK2 WT-MEK5 = raises or lowers MEK5 binding to wildtype human MEKK2 PB1 domain | 1.1% of 290,000 active | binding response (% of control), % at 10 µM | bead flow cytometry, Alexa488-MEK5 binding to MEKK2 WT; actives lie on both sides | Q9Y2U5; in the data active = binding response below about 67% or above about 130%
V1R ag counter = V1a receptor agonism, counter-screen for OXTR agonists; 0.25% of 320,000 active; CHO-V1R cells, Fluo-8 calcium fluorescence, agonist mode; 0% DMSO, 100% 3 nM vasopressin; activation, % at 3 µM; AID 2797;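 active = activation above the mean activation of all tested compounds plus 3 SD, per screening run, cut at about 20% in these data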;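 also: signal is peak over basal fluorescence ratio across a 100 second FLIPR read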
Target sequence (P37288 whole entry, looked up): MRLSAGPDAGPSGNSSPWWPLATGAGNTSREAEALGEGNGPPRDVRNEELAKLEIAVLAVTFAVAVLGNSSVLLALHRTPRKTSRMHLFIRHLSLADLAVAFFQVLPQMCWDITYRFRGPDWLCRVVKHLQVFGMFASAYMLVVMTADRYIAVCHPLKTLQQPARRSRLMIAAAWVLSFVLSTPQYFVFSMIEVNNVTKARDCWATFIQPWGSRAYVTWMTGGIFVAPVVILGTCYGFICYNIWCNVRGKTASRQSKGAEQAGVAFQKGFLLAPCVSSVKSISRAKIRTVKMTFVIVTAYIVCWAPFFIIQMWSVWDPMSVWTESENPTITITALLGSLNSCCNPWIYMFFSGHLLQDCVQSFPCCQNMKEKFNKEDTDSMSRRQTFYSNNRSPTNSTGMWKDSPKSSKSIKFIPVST
MEKK2mut PB1 HTS = signal of MEK5 binding to mutant human MEKK2 PB1 domain | percent response, % at 10 µM | 0.35% of 290,000 active | AID 1530 | bead flow cytometry, Alexa488-MEK5 binding to MEKK2 mutant; in the data active = percent response above about 24%, passing the limit was not always enough; also: inactives centre near 1; some results filed as inactive read as strong as hits; reference of the scale not given here
MEKK3 PB1 HTS = MEKK3-MEK5 PB1 interaction, increase or decrease | Q99759 | bead-based flow cytometry, Alexa488-MEK5 binding to MEKK3; actives lie on both sides; 0 = blocked by unlabeled MEK5, 100 = vehicle | binding response (% of control), % at 10 µM | 1.4% of 290,000 active | AID 1529;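 active = binding response more than 3 SD above or below the average of its plate-row segment, actives on both sides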;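 also: Alexa488 bead fluorescence after subtracting the streptavidin-only scavenger bead signal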
NALP1 yeast inh = blocks the NALP1 inflammasome reconstituted in yeast; 0.61% of 280,000 active; inhibition, % at 10 µM; AID 2071; S. cerevisiae NALP1/ASC/caspase-1 growth, X-gal OD620, 72 h; in the data active = inhibition mostly above about 24%, no sharp cut-off; inactive = mostly below about 32%; also: some compounds called inactive have numbers as strong as hits
GPR7 antag = blocks human GPR7 receptor signaling; P48145; GPR7-expressing cells, fluorescence antagonist assay; inhibition, % at 4.4 µM; 1.1% of 290,000 active; in the data active = inhibition above about 16%, passing the limit was not always enough;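 also: cells stimulated with the agonist NPW; 0% = agonist with vehicle and 100% = vehicle without agonist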
Target sequence (P48145 whole entry, looked up): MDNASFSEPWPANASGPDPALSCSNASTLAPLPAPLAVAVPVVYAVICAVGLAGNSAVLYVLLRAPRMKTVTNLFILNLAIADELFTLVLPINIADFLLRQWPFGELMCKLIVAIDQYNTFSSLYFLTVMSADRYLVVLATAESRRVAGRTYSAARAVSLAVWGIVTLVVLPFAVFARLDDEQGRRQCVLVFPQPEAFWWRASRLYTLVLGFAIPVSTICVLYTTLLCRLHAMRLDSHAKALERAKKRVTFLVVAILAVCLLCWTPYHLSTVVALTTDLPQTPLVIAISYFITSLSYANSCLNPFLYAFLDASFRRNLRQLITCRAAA
PHOSPHO1 block = blocks human PHOSPHO1 phosphatase activity; recombinant PHOSPHO1, absorbance phosphatase assay; inhibition, % at 13.3 µM; 1.1% of 290,000 active; in the data active = inhibition above about 60%
Active calls of the source: *; / = not tested or not shown; [ ] = another dose, or the depositor's remark.

| SMILES | OXTR agonist | GalR3 antagonist | MEKK2 WT-MEK5 | V1R ag counter | MEKK2mut PB1 HTS | MEKK3 PB1 HTS | NALP1 yeast inh | GPR7 antag | PHOSPHO1 block |
| --- | --- | --- | --- | --- | --- | --- | --- | --- | --- |
| O=C(NCCc1ccccc1)NC(Cc1ccccc1)C(=O)O (configuration not stated) | / | -5 | 108 | / | 8 | 106 | -13 | -17 | 37 |
| N#Cc1c(-c2cccc(Br)c2)cc(-c2ccco2)[nH]c1=O | -0.4 | -5 | 94 | 0.3 | -2 | 93 | 4 | 11 | 15 |
| CC(C)CC(=O)Nc1ccc(-c2nc3ccccc3c(=O)[nH]2)cc1 | 1.5 | -3 | 96 | 0.2 | 0 | 99 | 27 | -12 | 6 |
| C[C@H](NC(=O)Cc1cccc2ccccc12)C(=O)NCc1ccccc1 | -0.6 | 7 | 98 | -0.6 | 2 | 101 | 1 | -2 | 24 |
| COc1ccc(NC(=S)NNC(=O)COc2ccc(Cl)cc2Cl)cc1 | 5.8 | -2 | 101 | 2.5 | 1 | 104 | 5 | 2 | 2 |
| COc1ccccc1NS(=O)(=O)c1cccc(C(=O)NN=C2CCCCCC2)c1 | 0.4 | -1 | 103 | 0.6 | 0 | 102 | 17 | 1 | -12 |
| COc1cccc(NC(=O)N(Cc2ccco2)C(C)c2cccs2)c1 (configuration not stated) | -0.5 | -4 | 101 | 1.1 | 1 | 101 | 10 | -1 | 4 |
| Cc1ccccc1N(CC(=O)N/N=C/c1ccccc1Cl)C(=O)c1ccccc1 | -0.2 | -3 | 95 | 0.1 | 1 | 106 | 51 | 0 | 19 |
| O=C(CSc1nc2ccccc2c(=O)[nH]1)Nc1ccc(N2CCOCC2)cc1 | -0.4 | -1 | 100 | 0.3 | 0 | 101 | 2 | -19 | 38 |
| CNc1nc(-c2ccccc2)nc(-c2ccc(OC)cc2)c1C#N | -0.3 | -5 | 99 | 0.0 | -2 | 105 | -14 | -14 | 49 |
| CC1CC(=O)N(c2ccc(NCCc3ccccc3)c([N+](=O)[O-])c2)C1=O (configuration not stated) | 5.3 | -4 | 102 | 3.2 | 4 | 102 | 4 | -12 | 18 |
| Cc1ccc(S(C)(=O)=O)cc1S(=O)(=O)Nc1ccccc1 | 1.8 | -4 | 102 | 0.4 | -1 | 99 | 26 | -11 | 2 |
| CN(C)CCCn1c(SCC(=O)Nc2nccs2)nnc1-c1ccncc1 | 1.0 | -6 | 103 | 0.3 | -5 | 104 | -4 | 1 | 22 |
| CC1CN(C(=O)COC(=O)c2cc(Cl)ccc2Cl)CC(C)O1 (configuration not stated) | 0.8 | -8 | 96 | -0.5 | -2 | 103 | 2 | 6 | -13 |
| Cc1nc2cc(C(F)(F)F)ccc2n1C | 0.7 | 2 | 98 | 0.6 | -2 | 108 | 7 | -3 | 53 |
| O=C(c1cc(COc2ccc3ncccc3c2)on1)N1CCCC1 | 9.2 | 101* | 103 | 10 | 5 | 97 | 8 | 6 | 3 |
| COc1ccc(N(CC(=O)NCc2ccc(C)cc2)S(=O)(=O)c2ccccc2[N+](=O)[O-])c(OC)c1 | -1.3 | -4 | 90 | 1.7 | -5 | 98 | -9 | 6 | 39 |
| COc1ccc(-c2nc3c4ccccc4ccn3c2CN2CCCCC2)cc1 | -3.0 | -7 | 96 | 8.9 | -1 | 91 | 12 | -2 | 35 |
| O=C(OCc1csc(-c2ccccc2)n1)c1ccc(O)cc1 | 2.9 | -7 | 90 | 5.3 | -8 | 98 | -2 | -4 | 15 |
| O=C1CC(c2cccs2)Cc2nc(NCC3CCCO3)ncc21 (configuration not stated) | 0.5 | 0 | 73 | -0.4 | -12 | 70 | 4 | 3 | 20 |
| O=C(NCc1ccccc1)c1cccc(COc2cccc(Cl)c2)c1 | 3.7 | -6 | 108 | 1.9 | 3 | 100 | 8 | 9 | 34 |
| CCn1ccc(C(=O)NC2C(=O)N3C(C(=O)O)=C(C)CSC23)n1 (configuration not stated) | 1.0 | 1 | 103 | 1.4 | 7 | 103 | 2 | 1 | 40 |
| O=C(N/C(C(=O)N1CCOCC1)=C(\Sc1ncccn1)c1ccccc1)c1ccccc1 | 2.1 | -1 | 101 | 1.9 | -1 | 102 | 26 | -8 | 3 |
| CC1=CCC(/C=N\Nc2nnc3c(n2)[nH]c2ccccc23)CC1 (configuration not stated) | -1.2 | / | 97 | -1.0 | 2 | 94 | 17 | 1 | -7 |
| COc1cc2[nH]cc(C(=O)NCCc3ccccc3)c(=O)c2cc1OC | 1.2 | -2 | 103 | 0.6 | 7 | 91 | -58 | -15 | -22 |
| CCOc1ccc(CN2CCCC(CO)(Cc3ccccc3F)C2)cc1 (configuration not stated) | 1.4 | -3 | 108 | 1.6 | 4 | 104 | -24 | -4 | / |
| CCOC(=O)c1c(C)n(C)c2ccc(OCC(O)CNCCc3ccccc3)cc12 (configuration not stated) | 1.4 | -11 | 137 | 5.2 | 17 | 105 | 5 | 23 | 33 |
| O=C(O)C(c1ccccc1)N1C(=O)c2ccccc2C1=O (configuration not stated) | 1.9 | -10 | 110 | 0.7 | 13 | 97 | 0 | -5 | -16 |
| COc1ccc(C(=O)N2CCN(S(=O)(=O)c3ccc(C)cc3C)CC2)cc1OC | 0.9 | / | 111 | 1.2 | 11 | 106 | 19 | -8 | -53 |
| CC(C)N(Cc1nc(-c2ccc(Cl)cc2)no1)C(=O)CCCN1C(=O)c2ccccc2C1=O | / | / | 104 | / | 7 | 101 | -27 | 5 | -11 |
| Cc1ccc(NC(=S)NC(C)(C)C)c([N+](=O)[O-])c1 | -1.6 | 6 | 103 | 0.1 | 5 | 103 | 7 | -16 | 43 |
| Cc1coc(C)c1C(=O)CC1(O)C(=O)N(CCc2ccccc2)c2ccccc21 (configuration not stated) | -0.4 | -5 | 96 | 0.7 | 0 | 99 | -3 | -11 | -40 |
| CCN(CC)C(=O)c1sc(N)c(C(=O)OC(C)C)c1C | -1.2 | -5 | 104 | -0.3 | 3 | 101 | -21 | -6 | -3 |
| Cc1cccc(C(=O)c2cn[nH]c2-c2ccccc2O)c1 | 0.8 | -6 | 101 | 3.1 | 3 | 98 | 8 | 3 | 7 |
| Cc1ccc(S(=O)(=O)Cn2cnnn2)cc1 | 0.9 | 4 | 95 | -0.1 | -4 | 97 | -2 | 5 | -6 |
| COc1ccc(N2CCN(C(c3cc4ccc(C)cc4[nH]c3=O)c3nnnn3C3CCCC3)CC2)cc1 (configuration not stated) | 0.1 | -2 | 90 | 0.5 | 1 | 102 | -2 | -4 | 9 |
| CC1(C)CC(=O)C2=C(C1)NC(Nc1nc3ccccc3o1)=NC21CCCC1 | -0.5 | -6 | 101 | -0.6 | 0 | 100 | / | 0 | 0 |
| COc1cccc(COc2ccc3ccc(=O)oc3c2)c1 | -1.6 | -8 | 103 | -0.3 | 2 | 96 | 18 | 8 | 33 |
| COC(=O)c1cc(Br)c(=O)n(Cc2ccncc2)c1 | 1.1 | -4 | 101 | 1.3 | 1 | 106 | 10 | 2 | -23 |
| CCOC(=O)c1sc(=S)n(-c2ccccc2)c1NC(C)=O | -2.3 | -2 | 94 | -0.3 | -21 | 91 | / | -2 | 41 |
| COCCSc1nnc(NC(=O)C2CCCCC2)s1 | 0.3 | 1 | 84 | 0.4 | -9 | 86 | -8 | -2 | -4 |
| Cc1nn(C)c(C)c1NC(=O)CSc1nc(Cc2ccccc2)nc2c1cnn2-c1ccccc1 | 0.3 | -3 | 81 | 2.8 | -9 | 74*[inhibitor] | / | -11 | / |
| CC(C)CCn1c(=O)c2ccccc2n2c(=S)[nH]nc12 | -1.8 | -9 | 97 | -0.5 | -3 | 102 | -19 | -3 | -22 |
| Cc1nnnn1CC(=O)Nc1cccc([N+](=O)[O-])c1 | 1.1 | 2 | 101 | 1.9 | 0 | 102 | -2 | -4 | 29 |
| Cn1c(=O)c2c(nc(SCC(=O)NCc3ccc4c(c3)OCO4)n2Cc2ccc(F)cc2)n(C)c1=O | -1.2 | -6 | 93 | 0.7 | 5 | 118 | -52 | -10 | -4 |
| COc1ccccc1NC(=O)CNS(=O)(=O)c1ccccc1 | 0.5 | -1 | 100 | -0.3 | 3 | 104 | 28 | -8 | 7 |
| Cc1cccc(N2CCN(C(=O)COc3cc(=O)n(C)c4ccccc34)CC2)c1C | -0.8 | -4 | 100 | 1.7 | -2 | 103 | -5 | -8 | 40 |
| O=C(O)CCCCCNS(=O)(=O)c1ccc2c(c1)OCCO2 | 0.1 | -7 | 95 | -0.9 | -5 | 97 | 2 | -1 | 20 |
| CN(C(=O)CCN1C(=O)/C(=C/c2ccccc2)SC1=S)C1CCS(=O)(=O)C1 (configuration not stated) | 3.2 | -7 | 95 | 2.7 | -6 | 99 | 9 | -5 | 17 |
| CC(C)N=C1SC(CC(=O)Nc2ccccc2)C(=O)N1C(C)C (configuration not stated) | -1.8 | -4 | 93 | -0.7 | -8 | 98 | -10 | -13 | 29 |
| O=C(Cn1c(=O)n(CC(=O)NCc2ccccc2)c2ccccc21)NCc1ccccc1 | -0.1 | -2 | 107 | -0.2 | 3 | 107 | -3 | -6 | -2 |
| CCOc1ccc(-c2nc(-c3ccccc3C)no2)cc1 | 0.0 | / | 108 | 0.5 | 5 | 104 | 5 | -10 | 37 |
| Cc1cccc(C)c1N1C(=O)CN(Cc2ccccc2)C1=S | -1.8 | -10 | 86 | -0.9 | -5 | 88 | -7 | -1 | 7 |
| C/C(=N\Nc1cc(N2CCCCC2)nc(C)n1)c1ccc(Br)cc1 | -1.5 | -9 | 183* | 1.0 | 45* | 118 | 14 | -24 | 45 |

A draw from above in order of molecular weight, high to low:
| SMILES | OXTR agonist | GalR3 antagonist | MEKK2 WT-MEK5 | V1R ag counter | MEKK2mut PB1 HTS | MEKK3 PB1 HTS | NALP1 yeast inh | GPR7 antag | PHOSPHO1 block |
| --- | --- | --- | --- | --- | --- | --- | --- | --- | --- |
| O=C(Cn1c(=O)n(CC(=O)NCc2ccccc2)c2ccccc21)NCc1ccccc1 | -0.1 | -2 | 107 | -0.2 | 3 | 107 | -3 | -6 | -2 |
| Cc1cccc(N2CCN(C(=O)COc3cc(=O)n(C)c4ccccc34)CC2)c1C | -0.8 | -4 | 100 | 1.7 | -2 | 103 | -5 | -8 | 40 |
| C/C(=N\Nc1cc(N2CCCCC2)nc(C)n1)c1ccc(Br)cc1 | -1.5 | -9 | 183* | 1.0 | 45* | 118 | 14 | -24 | 45 |
| CC1(C)CC(=O)C2=C(C1)NC(Nc1nc3ccccc3o1)=NC21CCCC1 | -0.5 | -6 | 101 | -0.6 | 0 | 100 | / | 0 | 0 |
| CC(C)N=C1SC(CC(=O)Nc2ccccc2)C(=O)N1C(C)C (configuration not stated) | -1.8 | -4 | 93 | -0.7 | -8 | 98 | -10 | -13 | 29 |
| CC(C)CCn1c(=O)c2ccccc2n2c(=S)[nH]nc12 | -1.8 | -9 | 97 | -0.5 | -3 | 102 | -19 | -3 | -22 |
| CCOc1ccc(-c2nc(-c3ccccc3C)no2)cc1 | 0.0 | / | 108 | 0.5 | 5 | 104 | 5 | -10 | 37 |
| Cc1cccc(C(=O)c2cn[nH]c2-c2ccccc2O)c1 | 0.8 | -6 | 101 | 3.1 | 3 | 98 | 8 | 3 | 7 |
| Cc1nnnn1CC(=O)Nc1cccc([N+](=O)[O-])c1 | 1.1 | 2 | 101 | 1.9 | 0 | 102 | -2 | -4 | 29 |
| Cc1ccc(S(=O)(=O)Cn2cnnn2)cc1 | 0.9 | 4 | 95 | -0.1 | -4 | 97 | -2 | 5 | -6 |
